# RAD54 inh = RAD54 (human) branch migration inhibition; actives 0.14% (n = 360,000); AID 602329; inhibition, % at 10.4 µM; RAD54 Holliday junction branch migration, FAM/BHQ fluorescence; Q92698;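 active = mean normalized replicate activity at least 40 and at least half of replicates scoring 40 or more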;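 also: 0% = median of neutral control wells and 100% = median of positive control wells; inhibitors cause a drop in the FAM fluorescence signal; in these data hits start at about 50%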
# Xi reactivation = activators of X-chromosome reactivation in mouse fibroblasts; XiGFP mouse fibroblasts, % GFP-positive cells imaging, 3 d; cells co-treated with 5-aza-dC sensitizer; scaled so ellipticine positive control = 100%; activation, % at 7.58 µM; actives 0.055% (n = 360,000); AID 743238;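 active = mean normalized replicate activation at least 10% and every replicate at or above 10%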;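 also: 0% = median of on-plate neutral control wells and 100% = ellipticine 6 µM median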
#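 Assay system – SV40-immortalized XiGFP fibroblast cells, line 68-5-11 · Buffer or medium – DMEM supplemented with 5-aza-dC as sensitizing agent · Dosing – one concentration, pinned · Benchmarks – positive control ellipticine, 6 µM final · Times – 3 days compound exposure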
# EWS-Fli block = inhibitors of EWS/Fli oncoprotein transcriptional activity; inhibition, % at 12.6 µM; A673 NR0B1-luciferase reporter, viability-normalised; actives 0.67% (n = 350,000);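 active = mean inhibition of at least 50% after viability correction, with every replicate also passing that limit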;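 also: firefly luciferase signal divided by Alamar Blue viability fluorescence both relative to DMSO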
# RAD52 inh = inhibitors of human RAD52 DNA annealing; P43351; recombinant RAD52 DNA annealing, FRET fluorescence; inhibition, % at 18.7 µM; actives 0.46% (n = 360,000);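 active = every replicate showing at least 50% inhibition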
# Target sequence (P43351 whole entry, looked up): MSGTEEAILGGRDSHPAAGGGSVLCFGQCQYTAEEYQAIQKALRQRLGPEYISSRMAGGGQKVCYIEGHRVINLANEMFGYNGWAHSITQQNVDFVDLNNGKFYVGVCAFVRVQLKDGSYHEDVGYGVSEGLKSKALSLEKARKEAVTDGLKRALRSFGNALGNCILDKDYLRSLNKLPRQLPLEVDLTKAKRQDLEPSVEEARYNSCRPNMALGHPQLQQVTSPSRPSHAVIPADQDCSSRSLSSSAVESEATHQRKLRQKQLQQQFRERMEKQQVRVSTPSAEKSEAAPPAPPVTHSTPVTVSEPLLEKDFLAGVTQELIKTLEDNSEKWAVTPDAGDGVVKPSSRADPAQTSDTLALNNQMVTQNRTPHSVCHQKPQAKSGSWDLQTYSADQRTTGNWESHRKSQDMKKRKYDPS
# esBAF inh = inhibitors of esBAF chromatin remodeling in mouse ES cells. reporter increase, % at 12.5 µM. Bmi1-luciferase knock-in reporter, 24 h; 100% = twice the neutral-well signal. actives 2% (n = 350,000); in the data active = activation above about 40%;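 also: 0% = median of the plate's neutral control wells and 100% = double that signal; a rise in the Bmi1 reporter signal indicates esBAF inhibition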
# FN deposit inh = fibronectin deposition inhibition; AH1F fibroblasts, Alexa488-fibronectin deposition fluorescence, overnight; inhibition, % at 12.6 µM; actives 0.086% (n = 350,000);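 active = mean inhibition across replicates of 30% or more, regardless of how many single replicates reach that level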;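 also: positive control wells lacked labelled fibronectin entirely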
#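 Material: AH1F fibroblast monolayer depositing Alexa488-labelled fibronectin into matrix / Amount: 10000 AH1F cells per well / Signal: fluorescence 485/525 nm / Medium: DMEM, 2% serum / Compound: single dose, pinned / Incubation: 1 h cell adhesion before compound, then overnight fibronectin incubation / Reagent: Alexa488-FN, 24 nM final / Read-out: inhibition of fibronectin deposition signal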
# S100A4 MyoIIA = S100A4-myosin IIA interaction inhibition | inhibition, % at 10.7 µM | S100A4/TAMRA-MyoIIA peptide fluorescence polarization | actives 0.14% (n = 360,000);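 active = mean inhibition of at least 70% across replicates, with every replicate also reaching that level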
#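 Material: human S100A4 monomer with TAMRA-labelled myosin IIA peptide; buffer or medium: HEPES pH 7.2 with CaCl2, KCl, NaCl, DTT, Triton; compound dosing: one concentration per compound; schedule: 5 min incubation before reading; benchmarks: neutral control DMSO, positive control TFP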
# E-sel inducer = induces E-selectin expression in human endothelial cells | actives 0.37% (n = 260,000) | AID 686992 | activation, % at 7.58 µM | P16581 | HUVEC E-selectin immunofluorescence imaging; normalized: neutral wells 0, TNF-alpha wells 100;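 active = mean E-selectin-positive cell signal at least 10% of the positive control, reached in at least 60% of replicates, without over 20% cell loss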;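 also: in these data hits start at about 27%; measured in HUVEC primary endothelial cells; signal is the percent of cells scored E-selectin positive by PE staining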
# Target sequence (P16581 whole entry, looked up): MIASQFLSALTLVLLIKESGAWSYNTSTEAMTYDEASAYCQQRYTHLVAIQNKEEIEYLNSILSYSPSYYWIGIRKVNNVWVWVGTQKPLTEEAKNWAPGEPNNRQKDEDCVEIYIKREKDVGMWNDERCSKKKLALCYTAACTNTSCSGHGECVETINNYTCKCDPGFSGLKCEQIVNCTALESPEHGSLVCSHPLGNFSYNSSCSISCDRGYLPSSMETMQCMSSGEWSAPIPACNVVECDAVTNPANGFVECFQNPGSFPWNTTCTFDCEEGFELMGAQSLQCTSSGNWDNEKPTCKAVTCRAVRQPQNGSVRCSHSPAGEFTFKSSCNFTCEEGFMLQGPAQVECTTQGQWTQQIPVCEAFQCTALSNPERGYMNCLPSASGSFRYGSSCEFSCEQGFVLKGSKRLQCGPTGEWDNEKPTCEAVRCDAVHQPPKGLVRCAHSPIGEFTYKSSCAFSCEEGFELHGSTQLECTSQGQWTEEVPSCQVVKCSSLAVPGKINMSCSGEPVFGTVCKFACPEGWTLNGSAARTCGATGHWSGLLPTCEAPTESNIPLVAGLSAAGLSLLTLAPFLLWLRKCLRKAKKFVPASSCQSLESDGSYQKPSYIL
#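 Test system – human umbilical vein endothelial cells (HUVEC), E-selectin induction · Input – 3,000 HUVEC seeded per well · Buffer or medium – EGM-2, gelatin · Compound dosing – single-point compound dose · Detection – immunofluorescence imaging · Measure – percent E-selectin-positive cells · Controls – TNF-alpha high, DMSO low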
# Numbers without * were called inactive; / = no result given. Outcome played no part in choosing rows; overall some 3% were active at least once.
item	structure	RAD54 inh	Xi reactivation	EWS-Fli block	RAD52 inh	esBAF inh	FN deposit inh	S100A4 MyoIIA	E-sel inducer
1	COc1ccc(Br)cc1S(=O)(=O)n1nc(C)cc1C	-9	0.1	-3	0	3	-8	-3	/
2	COc1ccc(CC(=O)Nc2nc(-c3ccc(F)c(F)c3)cs2)cc1	1	0.0	16	-31	10	-19	-3	/
3	COc1cccc(CNC(=O)[C@H]2CCCN2C(=O)[C@H]2CCCN2C(=O)C2CCCCC2)c1	/	-0.1	1	-5	/	7	2	-0.2
4	O=C1CCCc2c1cc(C(=O)NCc1ccco1)c(=O)n2-c1ccccc1	-6	/	/	/	7	6	/	5.7
5	Cc1ccc(S(=O)(=O)Oc2ccccc2/C=N/NC(=O)c2nn(C)cc2[N+](=O)[O-])cc1	11	0.2	/	/	/	-8	/	5.0
6	Cc1cnc(NC(=O)c2ccncc2)s1	9	0.0	-17	6	18	6	30	1.6
7	O=C(NCc1ccccc1Cl)[C@H]1CCCN1C(=O)[C@H]1CCCN1C(=O)c1cccc2ccccc12	/	0.0	-15	-1	/	-8	0	0.0
8	C[C@H]1CN([C@@H](C)CO)C(=O)c2cccc(NS(=O)(=O)c3ccc(F)cc3)c2O[C@H]1CN(C)S(=O)(=O)c1ccccc1	0	-1.0	3	3	-6	/	11	3.2
9	O=C(NCc1ccc(F)cc1)c1cccc2c1C(=O)c1ccc(Cl)cc1S2(=O)=O	/	0.0	0	-15	/	0	0	/
10	C[C@@H]1CN([C@@H](C)CO)C(=O)c2cc(-c3cccc(F)c3)cnc2O[C@H]1CN(C)CC1CCCC1	-4	-0.3	0	4	0	5	27	0.2
11	CN(C)Cc1nc2ccccc2c(=O)n1CC(=O)Nc1cccc(S(=O)(=O)N2CCOCC2)c1	3	0.2	-4	-4	-9	-6	3	/
12	C/C(CC(=O)Nc1ccc(Cl)cc1C(F)(F)F)=N\NC(N)=S	-7	-0.1	7	-12	/	1	3	2.3
13	O=C(NCc1cccnc1)C1CCN(c2ccc(S(=O)(=O)N3CCOCC3)cc2Cl)CC1	/	0.1	7	-14	2	7	-1	/
14	CN(C)S(=O)(=O)c1cc(C(=O)Nc2ccn(C)n2)c(Cl)cc1Cl	-1	0.3	-2	2	-3	-4	1	-1.4
15	O=C(COc1ccccc1Cl)Nc1ccccc1C(=O)Nc1cccc(C(=O)O)c1	16	0.0	/	-8	27	-1	-18	/
16	COc1ccc(S(=O)(=O)N(CC(=O)NCc2cccnc2)Cc2ccccc2)cc1	/	0.1	2	4	/	/	-3	-0.5
17	COc1cc(CO)cc(Br)c1OCC(=O)Nc1cccc2ccccc12	-18	-0.2	12	-15	0	2	5	0.6
18	Nc1cccc(CP(=O)(c2ccccc2)c2ccccc2)c1	-3	-0.1	-2	-66	-5	-4	-7	0.7
19	COc1ccc(OC)c(-n2nnnc2SCC(=O)Nc2ccccc2N2CCOCC2)c1	/	0.0	-2	-16	/	3	0	-0.3
20	C[C@@H]1CCCCO[C@H](CN(C)S(=O)(=O)c2cn(C)cn2)[C@H](C)CN([C@@H](C)CO)C(=O)c2cc(NC(=O)CCCN(C)C)ccc2O1	4	0.1	-19	-10	-5	/	-37	0.1
21	CCCCNC(=O)C(NC(=O)c1cccnc1OC)C(=O)c1ccccc1 (configuration not stated)	/	0.8	-9	-27	/	-4	-10	-0.2
22	CS(=O)(=O)Oc1ccc(/C=N/NC(=O)c2ccncc2)cc1	11	0.0	-6	-17	8	4	1	2.2
23	C[C@@H](NC(=O)C[C@@H]1C[C@H]2c3cc(NC(=O)c4cccnc4)ccc3O[C@H]2[C@H](CO)O1)c1ccccc1	2	0.0	-3	8	2	/	-1	-0.4
24	O=C(C[C@H]1C=C[C@@H](NC(=O)Nc2ccc3c(c2)OCO3)[C@@H](CO)O1)NCc1ccc(Cl)cc1	/	0.2	-10	-9	/	/	1	0.0
25	O=C(/C=C/NCC(=O)c1ccccc1)c1ccc(Br)cc1	-2	0.1	-7	-32	/	-2	8	-1.1
26	CCOC(=O)C1CCN(C(=O)C(CCSC)NC(=O)c2ccccc2OC)CC1 (configuration not stated)	-6	0.1	5	-7	-2	-3	0	1.2
27	CO[C@@H]1CN(C)C(=O)c2cc(NC(C)=O)ccc2OC[C@@H](C)N(S(C)(=O)=O)C[C@H]1C	-9	0.2	-7	0	3	-7	-15	0.1
28	O=C(NCC[C@@H]1CC[C@H](NC(=O)C2CCCCC2)[C@@H](CO)O1)c1cnccn1	-17	0.2	5	6	0	3	11	0.0
29	O=C(C[C@H]1C[C@@H]2c3cc(NC(=O)C4CCOCC4)ccc3O[C@@H]2[C@H](CO)O1)NCc1cc(F)ccc1F	4	0.0	-1	16	-4	/	-3	-0.2
30	CC(C)NC(=O)N(C)C[C@H]1Oc2cc(-c3ccccc3F)ccc2S(=O)(=O)N([C@H](C)CO)C[C@@H]1C	-5	-0.1	4	6	2	-7	1	-0.4
31	N#CC1=C(N)Oc2n[nH]c(-c3cccs3)c2C1c1ccccc1C(=O)O (configuration not stated)	-6	0.0	-6	-13	-1	9	-1	4.2
32	CCCNC(=O)Nc1ccc2c(c1)C(=O)N(C)C[C@@H](OC)[C@@H](C)CN(C(=O)c1ccccc1F)[C@@H](C)CO2	-5	0.0	0	4	5	1	-7	-0.2
33	O=C(Nc1ccccc1F)N[C@H]1CC[C@H](CCNS(=O)(=O)c2ccc(F)cc2)O[C@@H]1CO	-10	0.4	9	0	9	-4	-8	0.1
34	C[C@@H]1CN([C@@H](C)CO)C(=O)Cc2cc(NC(=O)Nc3ccc(F)cc3)ccc2O[C@@H]1CN(C)S(C)(=O)=O	-4	0.1	-8	6	2	9	-2	-0.1
35	Fc1cccc(/C=N/Nc2ccc3ccccc3n2)c1	/	0.0	38	-6	/	-3	7	/
36	NC(=O)C1=C[C@@H](c2ccccc2)C[C@@H](OCCCCO)O1	-5	-0.3	-7	-2	-4	3	0	0.2
37	O=C(NCc1ccc(F)cc1)C1CCN(S(=O)(=O)c2cccnc2)CC1	4	0.0	/	-4	-2	1	-2	/
38	CCN1[C@@H]2c3ccc(-c4ccncc4)c(=O)n3C[C@@H]2[C@@H](CO)[C@@H]1C(=O)NCc1ccccc1	3	0.2	1	5	2	/	1	-0.3
39	COc1ccc(C(C)(O)c2nc(-c3cccc(C(C)C)c3)cs2)cc1 (configuration not stated)	-2	0.1	1	-1	3	0	2	-2.3
40	Cc1nc2ccc(C(=O)OCc3ccccc3Br)cc2nc1C	-2	/	-7	-17	102*	/	1	/
41	COc1cc(NC(=O)C2(C)CCN2C(=O)C(C)C)cc(OC)c1OC (configuration not stated)	1	0.3	0	-10	2	2	-2	-0.2
42	O=C(CCc1nc2ccccc2c(=O)[nH]1)N1CCN(c2ccc(F)cc2)CC1	1	0.2	6	-10	-8	-6	4	/
43	C[C@H](CO)N1C[C@H](C)[C@@H](CN(C)Cc2cccc(C(=O)O)c2)OCc2ccccc2-c2ccccc2C1=O	2	0.1	0	12	1	-2	-40	-0.2
44	O=C(C[C@H]1CC[C@H]2[C@@H](COC[C@@H](O)CN2C(=O)C2CC2)O1)NCc1ccccc1Cl	3	0.1	-2	5	-2	5	35	-0.1
45	CCCc1nnc(NC(=O)CCC(=O)NCc2ccc(OC)cc2)s1	7	0.9	7	-4	/	-6	-3	/
46	CC(C)C[C@@H](CN1CCC[C@@H]1CN1C(=S)NC[C@@H]1Cc1ccccc1)N1C[C@H](Cc2ccc(O)cc2)N(CCc2ccccc2)C1=S	-3	0.3	9	-11	-1	8	-2	-0.6
47	Cc1ccc(CNC(=O)CN2NS(=O)(=O)c3ccccc3C2=O)cc1	-2	0.0	0	-7	-5	-14	-7	/
48	C/C(=N\NC(=O)CN(c1ccc(C)cc1)S(C)(=O)=O)c1cccs1	/	0.0	/	/	-1	-1	/	0.7
49	CN(C)N=Nc1ccc(-c2cn(Cc3ccccc3)cn2)cc1	-3	0.0	-88	-13	25	5	-2	/
50	CSc1nnc(-c2ccc([N+](=O)[O-])cc2)o1	-2	0.1	-13	-12	2	3	-3	/
51	O=C(NCCc1ccccc1F)C1CCC(=O)N(Cc2ccccc2F)C1 (configuration not stated)	0	0.2	/	-7	1	2	-5	/
52	C[C@H]1CN([C@@H](C)CO)C(=O)Cc2cc(NC(=O)C3CCCCC3)ccc2O[C@@H]1CN(C)Cc1ccccc1	-17	0.2	-3	4	6	/	-5	-0.4
53	COc1cc(OC)cc(C(=O)NC(c2ccccc2)c2ccccc2)c1	-3	0.0	19	-5	-5	-6	-1	/
54	O=C(NCC[C@H]1CC[C@@H](NC(=O)c2ccccc2F)[C@H](CO)O1)c1cnccn1	0	0.4	4	-2	-2	-6	-5	0.2
55	CCCc1cn(CC[C@@H]2CC[C@@H](NC(=O)C3CCOCC3)[C@@H](CO)O2)nn1	0	0.1	-4	-2	-1	-2	-2	0.0
56	Cc1ccc(N(C(=O)CNC(=O)c2ccco2)C(C(=O)NC2CCCCC2)c2ccncc2)cc1F (configuration not stated)	-16	0.1	-1	5	7	-7	1	-0.1

# Additional compounds:
item	structure	RAD54 inh	Xi reactivation	EWS-Fli block	RAD52 inh	esBAF inh	FN deposit inh	S100A4 MyoIIA	E-sel inducer
57	O=C(CN1CCCc2ccccc21)NCCc1ccc(F)cc1	/	0.3	-1	-11	/	/	-4	-1.8
58	CCOC(=O)C1=CC[C@@H](c2ccccc2)[C@@H]1C(=O)c1ccc(OC)cc1	1	/	-14	-2	/	/	3	/
59	Cc1ccc(S(=O)(=O)NCC(=O)N(CC(=O)NCC2CCCO2)Cc2ccco2)cc1 (configuration not stated)	-1	-0.1	14	-59	1	-7	-6	1.7
60	COc1ccc(S(=O)(=O)N2CCCCCC2)cc1C(=O)N(CC(C)C)C1CCS(=O)(=O)C1 (configuration not stated)	/	-0.1	-10	0	/	-3	2	-0.1
61	O=C(Nc1ccc2c(c1)[C@H]1C[C@@H](CC(=O)N3CCOCC3)O[C@@H](CO)[C@H]1O2)c1ccc2c(c1)OCO2	-3	-0.1	-8	/	-4	-7	/	-0.4
62	COCCCNC(=S)Nc1c(C)cc(C)cc1C	/	0.0	1	0	/	1	2	-0.1
63	O=C(COc1c(F)c(F)cc(F)c1F)NC(=O)NC1CCCC1	-7	/	/	/	-9	-10	/	0.2
64	Cc1ccccc1C(=O)Nc1cc(C(F)(F)F)ccc1-n1cncn1	0	0.0	0	-28	-3	2	-3	/
65	COc1ccc(CN(C)C[C@H]2OCCCC[C@H](C)Oc3ccc(NC(=O)Nc4ccccc4)cc3C(=O)N([C@@H](C)CO)C[C@H]2C)cc1	4	0.3	4	/	0	-1	/	-0.1
66	CCC1(C2C=COC=C2)NC(=O)NC1=O (configuration not stated)	/	0.1	-2	-16	/	-10	-3	-0.2
67	CCC(=O)Nc1ccc2c(c1)C(=O)N(C)C[C@H](OC)[C@@H](C)CN(Cc1ccccc1F)[C@@H](C)CO2	-7	0.1	1	-7	1	-8	3	0.0
68	Cc1cc(C)c(NC(=O)C2c3ccccc3Oc3ccccc32)c(C)c1	/	0.0	-10	-13	-1	-2	4	-0.2

# Assay outcomes as filed in PubChem BioAssay.
